C1s block = blocks human complement C1s protease activity; P09871; purified C1s, fluorogenic AMC substrate, pooled mixtures; mean inhibition % of two 10-compound mixtures (stronger effect = higher value), % at 5 µM (by protocol); 62,000 tested, 0.16% active; AID 538;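 active = inhibition above 20% in each of the two 10-compound mixture wells holding the compound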;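 also: 0% = enzyme wells lacking compound mixture and 100% = no-enzyme blank wells; some compounds called inactive have numbers as strong as hits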
Target sequence (P09871 16-437 limits assumed): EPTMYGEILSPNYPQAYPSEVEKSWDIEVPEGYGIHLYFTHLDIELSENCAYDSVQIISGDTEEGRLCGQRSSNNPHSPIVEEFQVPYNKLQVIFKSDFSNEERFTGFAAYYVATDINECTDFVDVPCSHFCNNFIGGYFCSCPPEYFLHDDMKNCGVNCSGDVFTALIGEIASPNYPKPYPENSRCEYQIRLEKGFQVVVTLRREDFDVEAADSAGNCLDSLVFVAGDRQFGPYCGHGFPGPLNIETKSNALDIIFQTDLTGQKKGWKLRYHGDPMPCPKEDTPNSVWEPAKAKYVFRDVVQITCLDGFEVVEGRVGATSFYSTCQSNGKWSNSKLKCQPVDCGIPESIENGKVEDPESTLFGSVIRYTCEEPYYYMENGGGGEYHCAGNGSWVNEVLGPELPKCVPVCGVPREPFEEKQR
Target sequence (P09871 438-688 limits assumed): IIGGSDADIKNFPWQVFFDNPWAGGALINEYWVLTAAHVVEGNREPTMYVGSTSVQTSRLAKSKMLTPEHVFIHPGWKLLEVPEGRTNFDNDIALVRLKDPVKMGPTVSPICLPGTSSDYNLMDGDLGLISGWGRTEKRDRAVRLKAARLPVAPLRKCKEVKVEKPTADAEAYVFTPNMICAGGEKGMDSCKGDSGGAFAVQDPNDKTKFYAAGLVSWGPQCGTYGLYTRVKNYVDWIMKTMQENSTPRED
PKA kinase inh = blocks human protein kinase A activity; 65,000 tested, 0.1% active; PKA Kemptide phosphorylation, Kinase-Glo ATP luminescence; P17612; inhibition, % at 6 µM; AID 524;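 active = inhibition above the screen-wide mean inhibition plus 3 SD, cut at about 21% in these data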; also: many of its hits are not listed in these tables
ROCK2 inh = blocks human Rho kinase 2 activity | purified ROCK2, Kinase-Glo ATP depletion luminescence | inhibition, % at 6 µM | 60,000 tested, 0.35% active | AID 604 | O75116;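 active = inhibition above the screen-wide mean inhibition plus 3 SD, cut at about 18% in these data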;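 also: plate controls were DMSO wells for no effect and Y-27632 control wells after no-enzyme background subtraction for full effect; many of its hits are not listed in these tables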
CatL inh = blocks human cathepsin L protease activity; inhibition, %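 (tested at 10 µM)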; 58,000 tested, 0.17% active; P07711; purified cathepsin L, fluorogenic substrate, fluorescence; in the data active = inhibition above about 45%;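 also: 0% = enzyme with no compound and 100% = no enzyme blank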
FXIa mix inh = factor XIa (human) inhibition, mixture screen; purified FXIa, fluorogenic substrate, pooled mixtures; inhibition, % at 5 µM; 62,000 tested, 0.19% active; P03951;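 also: each value is inhibition by a whole ten-compound pool holding the compound; 0% = enzyme with no mixture and 100% = wells lacking enzyme; strong numbers were not always called active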
FXIIa inh mix = inhibitors of human coagulation factor XIIa, pooled mixtures | purified FXIIa, fluorogenic substrate | AID 684 | inhibition, % at 5 µM | P00748 | 62,000 tested, 0.2% active;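 also: 0% = enzyme without compound and 100% = no enzyme blank; some results filed as inactive read as strong as hits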
CatS block = blocks human cathepsin S protease activity; AID 501; recombinant cathepsin S, AMC dipeptide fluorescence, pooled mixtures; inhibition, %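 (tested at 5 µM per compound within 10-compound mixtures)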; P25774; 62,000 tested, 0.06% active; in the data active = inhibition above about 32%, passing the limit was not always enough; inconclusive = no clear call, values can overlap the other calls;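 also: 0% = enzyme without compound and 100% = blank without enzyme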
Target sequence (P25774 115-331 limits assumed): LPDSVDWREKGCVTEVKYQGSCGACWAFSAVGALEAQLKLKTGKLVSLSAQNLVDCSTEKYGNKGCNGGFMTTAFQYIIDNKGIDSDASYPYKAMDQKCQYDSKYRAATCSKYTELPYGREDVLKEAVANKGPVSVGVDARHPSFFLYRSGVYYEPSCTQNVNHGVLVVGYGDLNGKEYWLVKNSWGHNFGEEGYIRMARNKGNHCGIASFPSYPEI
JNK3 inh = inhibitors of human JNK3 kinase; P53779; purified JNK3 kinase activity, HTS; inhibition, % at 8 µM; 60,000 tested, 0.61% active; AID 746; in the data active = inhibition above about 17%;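 also: 0% = DMSO and 100% = reference inhibitor; many of its hits are not listed in these tables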
Cathepsin G inh = blocks human cathepsin G enzyme activity; P08311; purified enzyme, AMC-tetrapeptide fluorescence, pooled mixtures; inhibition, % at 5 µM (by protocol); 62,000 tested, 0.2% active; AID 581;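 active = inhibition above 20% in each of the two mixture wells holding the compound; inactive = inhibition of 20% or less in either well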;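 also: 0% = enzyme control without mixture and 100% = blank lacking enzyme; strong numbers were not always called active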
Starred values were filed as active, the others as inactive. Rule as the data show it, unless noted: active = inhibition above about 20% (passing the limit was not always enough); inactive = the rest.

What do the screens show for `Cc1noc(C)c1S(=O)(=O)NCCc1ccc(S(N)(=O)=O)cc1`?
C1s block: -97; PKA kinase inh: -1; ROCK2 inh: -4; CatL inh: -4; FXIa mix inh: -8; FXIIa inh mix: 2; CatS block: -16; JNK3 inh: -7; Cathepsin G inh: -1

What do the screens show for `CCN1C(=O)CC(N2CCN(c3ccc(C(=O)c4ccccc4)cc3)CC2)C1=O` (centres undefined)?
C1s block: -6; PKA kinase inh: 3; ROCK2 inh: 9; CatL inh: -4; FXIa mix inh: 4; FXIIa inh mix: -15; CatS block: 3; JNK3 inh: 6; Cathepsin G inh: 0

Results for CCn1c(SCC(=O)NCC(=O)Nc2ccc(F)cc2)nnc1-c1cccs1 ?
C1s block: -61; PKA kinase inh: -1; ROCK2 inh: -1; CatL inh: 5; FXIa mix inh: 1; FXIIa inh mix: 3; CatS block: 28; JNK3 inh: 1; Cathepsin G inh: -5

What do the screens show for `CC(=O)Nc1cccc(N2CCCC2=O)c1`?
C1s block: 9; PKA kinase inh: 2; ROCK2 inh: 1; CatL inh: -3; FXIa mix inh: 5; FXIIa inh mix: 2; CatS block: -3; JNK3 inh: 2; Cathepsin G inh: 6

How did [N-]=[N+]=CC(=O)CCCN1C(=O)c2ccccc2C1=O do in these assays?
C1s block: -2; PKA kinase inh: 6; ROCK2 inh: 4; CatL inh: 10; FXIa mix inh: 6; FXIIa inh mix: 1; CatS block: 13; JNK3 inh: -2; Cathepsin G inh: 15

How did O=C(CCNS(=O)(=O)c1cccs1)Nc1nccs1 do in these assays?
C1s block: 1; PKA kinase inh: -10; CatL inh: -8; FXIa mix inh: 8; FXIIa inh mix: 2; CatS block: -4; Cathepsin G inh: -1

How did Cn1c(=O)oc2cc(S(=O)(=O)NCCC(=O)Nc3ccc4c(c3)OCCO4)ccc21 do in these assays?
C1s block: 10; PKA kinase inh: -3; ROCK2 inh: -2; CatL inh: 8; FXIa mix inh: 3; FXIIa inh mix: 5; CatS block: -4; JNK3 inh: 0; Cathepsin G inh: 3

What do the screens show for `COc1cccc(-c2nc(C(N)=O)c3[nH]c(=O)n(-c4ccccc4)c3n2)c1OC`?
C1s block: 8; PKA kinase inh: 3; ROCK2 inh: 4; FXIa mix inh: -1; FXIIa inh mix: 7; CatS block: 1; JNK3 inh: 2; Cathepsin G inh: 7

Results for CCOC(=O)c1cccc(NC(=O)CSc2nnc(COc3ccccc3)n2CC)c1 ?
C1s block: -32; PKA kinase inh: 1; ROCK2 inh: -6; CatL inh: -2; FXIa mix inh: -3; FXIIa inh mix: 7; CatS block: -3; JNK3 inh: 0; Cathepsin G inh: -18

How did COc1ccc(S(=O)(=O)N2CCC(C(=O)N3CCOCC3)CC2)cc1 do in these assays?
C1s block: 4; PKA kinase inh: -5; CatL inh: 26; FXIa mix inh: 3; FXIIa inh mix: -15; CatS block: -4; Cathepsin G inh: 8

Results for Cc1ccc(NC(=O)CCc2c(C)nc3ncnn3c2C)nc1 ?
C1s block: -4; PKA kinase inh: 4; ROCK2 inh: 2; CatL inh: 2; FXIa mix inh: 1; FXIIa inh mix: 11; CatS block: 1; JNK3 inh: -6; Cathepsin G inh: 7

Results for CCOC(=O)N1CCN(C(=O)COc2cc(=O)n(C)c3ccccc23)CC1 ?
C1s block: -10; PKA kinase inh: 3; ROCK2 inh: 6; CatL inh: 21; FXIa mix inh: -1; FXIIa inh mix: -1; CatS block: inconclusive; JNK3 inh: 2; Cathepsin G inh: -8

How did CCCCOCCCn1c(-c2ccco2)nc2nc3ccccc3nc21 do in these assays?
C1s block: -52; PKA kinase inh: -2; ROCK2 inh: -2; CatL inh: -65; FXIa mix inh: 0; FXIIa inh mix: 2; CatS block: -6; JNK3 inh: -1; Cathepsin G inh: 0

Results for CC(=O)Nc1nc(-c2cccs2)cs1 ?
C1s block: -127; PKA kinase inh: 4; ROCK2 inh: 9; CatL inh: 0; FXIa mix inh: -9; FXIIa inh mix: -18; CatS block: -5; JNK3 inh: -3; Cathepsin G inh: -9

How did O=C(Cn1nnc(-c2ccc(S(=O)(=O)N3CCCC3)cc2)n1)Nc1ccccc1-n1cccc1 do in these assays?
C1s block: 13; PKA kinase inh: 0; ROCK2 inh: 2; CatL inh: 0; FXIa mix inh: 1; FXIIa inh mix: 5; CatS block: 2; JNK3 inh: -1; Cathepsin G inh: 12

How did O=C(O)c1ccccc1C(=O)NCc1ccc(F)cc1 do in these assays?
C1s block: -22; PKA kinase inh: 8; ROCK2 inh: 6; CatL inh: 12; FXIa mix inh: 0; FXIIa inh mix: 2; CatS block: 2; JNK3 inh: -10; Cathepsin G inh: 21

How did CCOC(=O)N1CCC(n2c(SCC(=O)Nc3ccccc3OC)nc3ccccc3c2=O)CC1 do in these assays?
C1s block: -19; PKA kinase inh: -4; FXIa mix inh: 2; FXIIa inh mix: 0; CatS block: 10; Cathepsin G inh: -2

Results for C=CCn1c2ccccc2c2nnc(SC(CC)C(=O)Nc3nc(C)c(C(=O)OCC)s3)nc21 (centres undefined) ?
C1s block: -44; PKA kinase inh: 15; ROCK2 inh: 4; CatL inh: -7; FXIa mix inh: 1; FXIIa inh mix: 0; CatS block: -10; JNK3 inh: -2; Cathepsin G inh: 5

Results for CCn1c(-c2cccc(Br)c2)n[nH]c1=S ?
C1s block: 14; PKA kinase inh: 13; ROCK2 inh: 6; FXIa mix inh: 6; FXIIa inh mix: -1; CatS block: -6; JNK3 inh: -3; Cathepsin G inh: 10

How did O=C(OCC(=O)N1CCCCCC1)c1n[nH]c(=O)c2ccccc12 do in these assays?
C1s block: -34; PKA kinase inh: 0; ROCK2 inh: 1; CatL inh: -6; FXIa mix inh: 2; FXIIa inh mix: 7; CatS block: -2; JNK3 inh: -2; Cathepsin G inh: -1

Results for CCOc1ccc(C2C(C(=O)c3ccco3)=C(O)C(=O)N2CCCn2ccnc2)cc1 (centres undefined) ?
C1s block: 1; PKA kinase inh: 12; ROCK2 inh: 4; CatL inh: 1; FXIa mix inh: 5; FXIIa inh mix: 10; CatS block: -3; JNK3 inh: -1; Cathepsin G inh: -2

Results for CC(C)NC(=O)CN(Cc1ccccc1)S(=O)(=O)c1ccccc1 ?
C1s block: 5; PKA kinase inh: 1; ROCK2 inh: 1; CatL inh: 20; FXIa mix inh: 9; FXIIa inh mix: -15; CatS block: 10; JNK3 inh: -5; Cathepsin G inh: 6

Results for CCOC(=O)CNc1c(-c2ccc(O)cc2)nc2ccccn12 ?
C1s block: -5; PKA kinase inh: 10; ROCK2 inh: 6; CatL inh: -80; FXIa mix inh: 6; FXIIa inh mix: 0; CatS block: -5; JNK3 inh: 0; Cathepsin G inh: -2

Results for O=C(CSc1nc2c(c(=O)n1-c1ccc(Cl)cc1)SCC2)NCC1CCCO1 (centres undefined) ?
C1s block: 6; PKA kinase inh: 0; CatL inh: 23; FXIa mix inh: 6; FXIIa inh mix: 2; CatS block: 0; Cathepsin G inh: 11

Results for CCOC(=O)c1ccc(NC(=O)CSc2nnc(Cn3c(=O)sc4ccccc43)n2C)cc1 ?
C1s block: 4; PKA kinase inh: 7; ROCK2 inh: 2; CatL inh: 26; FXIa mix inh: 4; FXIIa inh mix: 1; CatS block: 4; JNK3 inh: -4; Cathepsin G inh: 13

Results for O=C(O)c1ccc(NS(=O)(=O)c2ccc(Cl)c(Cl)c2)cc1O ?
C1s block: 5; PKA kinase inh: 2; ROCK2 inh: 4; CatL inh: -4; FXIa mix inh: 9; FXIIa inh mix: -14; CatS block: 24; JNK3 inh: -1; Cathepsin G inh: 0

How did CCCC12CN3CC(C)(CN(C1)C31C(=O)Nc3ccc(C)cc31)C2=O (centres undefined) do in these assays?
C1s block: 1; PKA kinase inh: 7; ROCK2 inh: 8; CatL inh: -5; FXIa mix inh: 0; FXIIa inh mix: -4; CatS block: -5; JNK3 inh: 4; Cathepsin G inh: 7

Results for O=C(NC1CCCc2ccccc21)C1CCN(S(=O)(=O)c2cnc[nH]2)CC1 (centres undefined) ?
C1s block: -4; PKA kinase inh: -1; ROCK2 inh: -3; CatL inh: 2; FXIa mix inh: 2; FXIIa inh mix: 3; CatS block: -2; JNK3 inh: 1; Cathepsin G inh: -6

How did COc1ccccc1C(=O)N1CCN(Cc2ccc3c(c2)OCO3)CC1 do in these assays?
PKA kinase inh: 4; ROCK2 inh: 4; CatL inh: -2; JNK3 inh: 5

What do the screens show for `COc1ccc(CSc2nnc(C)n2N)cc1Br`?
PKA kinase inh: -1; ROCK2 inh: 4; CatL inh: 4; JNK3 inh: 5

How did COc1ccc2c(c1OC)C(=O)N(c1nccs1)C2 do in these assays?
C1s block: -39; PKA kinase inh: 11; ROCK2 inh: 3; CatL inh: -2; FXIa mix inh: 10; FXIIa inh mix: -19; CatS block: 8; JNK3 inh: -3; Cathepsin G inh: 1

How did O=C(CCNS(=O)(=O)c1cccs1)NCc1ccco1 do in these assays?
C1s block: 17; PKA kinase inh: -1; CatL inh: 5; FXIa mix inh: 5; FXIIa inh mix: 4; CatS block: 6; Cathepsin G inh: 11

How did Cc1nc2cc(C(F)(F)F)ccc2n1C1CCN(CC(=O)NC(C)(C)C)CC1 do in these assays?
C1s block: -9; PKA kinase inh: 9; ROCK2 inh: 1; CatL inh: -3; FXIa mix inh: 2; FXIIa inh mix: 6; CatS block: -2; JNK3 inh: -2; Cathepsin G inh: -7

What do the screens show for `Cc1cc(N2CCCCC2)n2nc(C)c(-c3ccccc3)c2n1`?
C1s block: -43; PKA kinase inh: 5; ROCK2 inh: 5; CatL inh: -16; FXIa mix inh: -7; FXIIa inh mix: 2; CatS block: -2; JNK3 inh: -3; Cathepsin G inh: 3

What do the screens show for `O=C(Oc1ccc2c3c(c(=O)oc2c1)CCCC3)c1ccco1`?
C1s block: 0; PKA kinase inh: -3; ROCK2 inh: 3; CatL inh: -59; FXIa mix inh: 13; FXIIa inh mix: 5; CatS block: -5; JNK3 inh: -7; Cathepsin G inh: 3

Results for Cc1cccc(OCCC(=O)Nc2ccc(S(=O)(=O)N3CCCC3)cc2)c1 ?
C1s block: -90; PKA kinase inh: 6; ROCK2 inh: -2; CatL inh: 2; FXIa mix inh: -25; FXIIa inh mix: 0; CatS block: -18; JNK3 inh: -4; Cathepsin G inh: -27

Results for CCn1cc(C(=O)NCc2ccc3c(c2)OCO3)c2cc(OC)c(OC)cc2c1=O ?
C1s block: -47; PKA kinase inh: 2; ROCK2 inh: 5; CatL inh: 7; FXIa mix inh: -10; FXIIa inh mix: -11; CatS block: 3; JNK3 inh: 6; Cathepsin G inh: -6

How did Cc1onc(-c2ccccc2)c1C(=O)Nc1ccncc1 do in these assays?
C1s block: -25; PKA kinase inh: 15; ROCK2 inh: 12; CatL inh: -6; FXIa mix inh: -2; FXIIa inh mix: 6; CatS block: -10; JNK3 inh: -3; Cathepsin G inh: 6

Results for COC(=O)c1ccccc1NC(=O)c1cc(-c2cccs2)on1 ?
C1s block: 10; PKA kinase inh: 5; ROCK2 inh: 8; CatL inh: 14; FXIa mix inh: 3; FXIIa inh mix: 14; CatS block: 1; JNK3 inh: 4; Cathepsin G inh: 14

What do the screens show for `CCOc1ccc2[nH]c(=O)c(CN(CCc3ccccc3)C(=O)c3cnccn3)cc2c1`?
C1s block: 11; PKA kinase inh: -1; ROCK2 inh: 0; CatL inh: 7; FXIa mix inh: 7; FXIIa inh mix: 1; CatS block: -2; JNK3 inh: 2; Cathepsin G inh: 9

What do the screens show for `Cc1cccc(NC(=O)CCc2ccc(C)o2)c1`?
C1s block: -9; PKA kinase inh: 8; ROCK2 inh: 2; CatL inh: 2; FXIa mix inh: -3; FXIIa inh mix: 2; CatS block: -6; JNK3 inh: -2; Cathepsin G inh: -4

What do the screens show for `Cc1cc(C(=O)Nc2ccccn2)cs1`?
C1s block: -12; PKA kinase inh: -3; ROCK2 inh: -9; CatL inh: 4; FXIa mix inh: 5; FXIIa inh mix: -18; CatS block: 16; JNK3 inh: 12; Cathepsin G inh: -2

Compound activity (PubChem BioAssay)
